TROY NFkB inh: inhibitors of TROY-dependent NF-kB signaling. 360,000 compounds, 0.98% hits. AID 1347056. Q293 LMP1-TROYcd NF-kB luciferase reporter, 4 h. inhibition, % at 10 µM;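 active = compounds whose plate-normalised and pattern-corrected inhibition of the luciferase reporter signal at the single screening dose is 50% or more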
NCOA2 inhibitor: human SRC2 (NCOA2) inhibition. HEK293 GAL4-SRC2 luciferase reporter, luminescence. inhibition, % at 9 µM. AID 651957. 370,000 compounds, 0.17% hits. Q15596;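 active = inhibition above the mean inhibition of all tested compounds plus 3 SD, set per campaign, cut at about 52% in these data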;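 note: 0% = DMSO treated cells and 100% = cells given Gossypol at 36 µM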
NCOA3 inh: inhibits human SRC3 coactivator; HEK293 GAL4-SRC3 luciferase reporter, luminescence; inhibition, % at 3.6 µM; 360,000 compounds, 0.17% hits;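 active = inhibition above a per-campaign cutoff, the mean of all compounds plus 3 SD, cut at about 60% in these data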;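 note: 0% = DMSO-treated cells and 100% = gossypol-treated cells at 36 µM; higher means less SRC3-driven luciferase light from the GAL4 reporter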
NR5A2 inv ag: inverse agonists of human LRH-1 (NR5A2); inhibition, % at 3.6 µM; AID 602396; 360,000 compounds, 0.13% hits; O00482; HEK293T StAR-luciferase reporter, LRH-1 transfected, 24 h;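 active = inhibition above the mean inhibition of all tested compounds plus 3 SD, cut at about 73% in these data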;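 note: 0% = DMSO wells and 100% = reporter-only cells lacking LRH-1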
Target sequence (O00482 whole entry, looked up): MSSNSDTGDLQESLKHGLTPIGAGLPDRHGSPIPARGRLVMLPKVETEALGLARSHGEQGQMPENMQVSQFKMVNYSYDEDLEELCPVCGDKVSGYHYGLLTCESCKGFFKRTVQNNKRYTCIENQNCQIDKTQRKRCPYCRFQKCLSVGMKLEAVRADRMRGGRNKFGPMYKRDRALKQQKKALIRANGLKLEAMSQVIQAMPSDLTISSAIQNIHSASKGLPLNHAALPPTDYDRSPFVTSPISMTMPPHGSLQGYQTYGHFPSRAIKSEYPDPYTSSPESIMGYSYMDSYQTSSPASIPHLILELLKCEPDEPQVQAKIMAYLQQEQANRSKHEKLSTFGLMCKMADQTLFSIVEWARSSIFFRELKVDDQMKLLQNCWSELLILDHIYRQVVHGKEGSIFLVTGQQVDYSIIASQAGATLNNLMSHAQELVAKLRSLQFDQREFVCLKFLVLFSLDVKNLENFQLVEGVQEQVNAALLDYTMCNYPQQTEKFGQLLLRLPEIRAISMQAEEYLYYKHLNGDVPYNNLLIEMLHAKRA
NOD2 RIPK2 PPI: inhibitors of human NOD2-RIPK2 interaction; O43353; inhibition, % at 4.98 µM; CHO BLA complementation NOD2-RIPK2, CCF4 ratio; 360,000 compounds, 0.38% hits; in the data active = inhibition above about 21%;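 note: 0% = vehicle only and 100% = reference blocker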
Target sequence (O43353 whole entry, looked up): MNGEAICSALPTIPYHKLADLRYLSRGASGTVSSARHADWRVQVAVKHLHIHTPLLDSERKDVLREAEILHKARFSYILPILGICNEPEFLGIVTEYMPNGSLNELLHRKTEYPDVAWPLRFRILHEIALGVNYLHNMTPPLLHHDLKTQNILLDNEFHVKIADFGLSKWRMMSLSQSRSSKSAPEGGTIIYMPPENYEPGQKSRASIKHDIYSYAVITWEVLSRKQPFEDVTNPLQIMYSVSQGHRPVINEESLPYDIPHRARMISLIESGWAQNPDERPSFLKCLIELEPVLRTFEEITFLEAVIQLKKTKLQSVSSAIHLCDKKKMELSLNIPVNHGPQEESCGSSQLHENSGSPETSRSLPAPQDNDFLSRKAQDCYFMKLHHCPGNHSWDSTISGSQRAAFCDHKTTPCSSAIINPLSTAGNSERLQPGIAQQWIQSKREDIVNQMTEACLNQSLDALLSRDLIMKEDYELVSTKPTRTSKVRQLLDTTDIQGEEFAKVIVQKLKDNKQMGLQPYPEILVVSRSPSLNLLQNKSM
ABHD5-PLIN5 inh: inhibitors of human ABHD5-perilipin-5 interaction. Q00G26+Q8WTS1. Split G. princeps luciferase complementation, luminescence, 4 h. inhibition, % at 4 µM. 360,000 compounds, 0.78% hits;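 active = inhibition above the mean inhibition across every tested compound plus 3 SD, cut at about 22% in these data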;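 note: 0% = DMSO only wells and the 100% control is not disclosed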
NR2F2 inh: inhibitors of human COUP-TFII (NR2F2). P24468. HEK293T NGFI-A luciferase reporter, luminescence. inhibition, % at 8.6 µM. 370,000 compounds, 0.7% hits;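 active = inhibition above a per-plate cutoff, mean inhibition of test wells between control levels plus 3 SD, cut at about 38% in these data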;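 note: cells cotransfected with COUP-TFII expression vector driving the NGFI-A reporter; 0% = median of COUP-TF2 test wells and 100% = reporter-only cells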
SRC1 inh: inhibits human SRC1 coactivator; Q15788; HEK293 GAL4-SRC1 luciferase reporter, luminescence; inhibition, % at 3.6 µM; 360,000 compounds, 0.12% hits; AID 588354;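 active = inhibition above the campaign mean plus 3 SD, with each screening campaign given its own cutoff, cut at about 60% in these data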;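 note: 0% = DMSO treated cells and 100% = gossypol at 36 µM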
TWEAK-Fn14 inh: TWEAK-Fn14 signaling inhibition; TWEAK-stimulated Fn14 reporter cells, luciferase luminescence, 8 h; AID 1159606; inhibition, % at 10 µM; 360,000 compounds, 2% hits; in the data active = inhibition above about 50%
Exocytosis inh: blocks lytic granule exocytosis; TALL-104 LAMP-1 surface exposure, flow cytometry; cells stimulated with thapsigargin and PMA; AID 651702; 360,000 compounds, 0.66% hits; inhibition, % at 10 µM;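 active = inhibition above about 55%, limit read from the data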
TLR9-MyD88 block: TLR9-MyD88 interaction inhibition; 340,000 compounds, 0.21% hits; CHO BLA complementation TLR9-MyD88, CCF4 FRET ratio; inhibition, % at 4.98 µM; Q9NR96+Q99836; AID 504734;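 active = inhibition above the mean over all tested compounds plus 3 SD, cut at about 21% in these data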;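 note: 0% = DMSO only wells and 100% = clavulanate BLA inhibitor control wells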
Active calls of the source: *. These rows are one share of the data, so the mix of outcomes need not match the whole.

Results for N#CC1c2ccccc2C=CN1C(=O)c1ccccc1 (stereo not given) ?
TROY NFkB inh: -2; NCOA2 inhibitor: -20; NCOA3 inh: 13; NR5A2 inv ag: 10; NOD2 RIPK2 PPI: 0; ABHD5-PLIN5 inh: 7; NR2F2 inh: 4; SRC1 inh: 20; TWEAK-Fn14 inh: 6; Exocytosis inh: -1; TLR9-MyD88 block: 3

What do the screens show for `O=C(O)c1cc(/C=C/c2ccc(N3CCOCC3)c([N+](=O)[O-])c2)nc2ccccc12`?
TROY NFkB inh: -42; NCOA2 inhibitor: -1; NCOA3 inh: -16; NR5A2 inv ag: -20; NOD2 RIPK2 PPI: -12; ABHD5-PLIN5 inh: 2; NR2F2 inh: 7; SRC1 inh: 9; TWEAK-Fn14 inh: -7; Exocytosis inh: 4; TLR9-MyD88 block: -2

What do the screens show for `NS(=O)(=O)Oc1ccccc1`?
TROY NFkB inh: -7; NCOA2 inhibitor: 3; NCOA3 inh: 15; NR5A2 inv ag: 5; NOD2 RIPK2 PPI: -11; ABHD5-PLIN5 inh: -8; NR2F2 inh: 0; SRC1 inh: 4; TWEAK-Fn14 inh: -9; Exocytosis inh: -12; TLR9-MyD88 block: -7

Results for O=C1CCCc2ccc3ccccc3c21 ?
TROY NFkB inh: -24; NCOA2 inhibitor: -27; NCOA3 inh: -17; NR5A2 inv ag: -15; NOD2 RIPK2 PPI: -2; ABHD5-PLIN5 inh: -6; NR2F2 inh: -3; SRC1 inh: -8; TWEAK-Fn14 inh: 22; Exocytosis inh: 0; TLR9-MyD88 block: -6

Results for Cc1nc2nc(SCC(=O)NCCCN3CCCCC3)nn2c(C)c1Cc1ccccc1 ?
TROY NFkB inh: 0; NCOA2 inhibitor: -12; NCOA3 inh: 11; NR5A2 inv ag: 2; NOD2 RIPK2 PPI: -4; ABHD5-PLIN5 inh: -3; NR2F2 inh: -2; SRC1 inh: 3; TWEAK-Fn14 inh: 15; Exocytosis inh: 0; TLR9-MyD88 block: -5

What do the screens show for `Cc1ccc(-c2csc(N3CCN(CCCn4c(-c5ccncc5)nc5ccccc54)CC3)n2)cc1`?
TROY NFkB inh: 1; NCOA2 inhibitor: 0; NCOA3 inh: 1; NR5A2 inv ag: -26; NOD2 RIPK2 PPI: -3; ABHD5-PLIN5 inh: 6; NR2F2 inh: 53*; SRC1 inh: -5; TWEAK-Fn14 inh: -6; Exocytosis inh: 0; TLR9-MyD88 block: -7

How did CN(C)S(=O)(=O)c1ccc(C(=O)Nc2cccnc2)cc1 do in these assays?
TROY NFkB inh: 20; NCOA2 inhibitor: -42; NCOA3 inh: 10; NR5A2 inv ag: 14; NOD2 RIPK2 PPI: 0; ABHD5-PLIN5 inh: -1; NR2F2 inh: -15; SRC1 inh: -31; TWEAK-Fn14 inh: -8; Exocytosis inh: 7; TLR9-MyD88 block: -9

How did COc1ccc2nc(SCC(=O)NCc3ccccc3)[nH]c2c1 do in these assays?
TROY NFkB inh: -9; NCOA2 inhibitor: 0; NCOA3 inh: -18; NR5A2 inv ag: 5; NOD2 RIPK2 PPI: -8; ABHD5-PLIN5 inh: 2; NR2F2 inh: 5; SRC1 inh: 9; TWEAK-Fn14 inh: 1; Exocytosis inh: 0; TLR9-MyD88 block: -7

How did Cc1ccc(OCc2nnc(SCC(=O)c3ccccc3)n2Cc2ccco2)cc1 do in these assays?
TROY NFkB inh: -2; NCOA2 inhibitor: 7; NCOA3 inh: 12; NR5A2 inv ag: -4; NOD2 RIPK2 PPI: -3; ABHD5-PLIN5 inh: 3; NR2F2 inh: 3; SRC1 inh: -13; TWEAK-Fn14 inh: 3; Exocytosis inh: 7; TLR9-MyD88 block: -4

How did CCCCN1CCc2c1nc1ccc(Br)cc1c2N do in these assays?
TROY NFkB inh: -56; NCOA2 inhibitor: -10; NCOA3 inh: -5; NR5A2 inv ag: 13; NOD2 RIPK2 PPI: 1; ABHD5-PLIN5 inh: -6; NR2F2 inh: -10; SRC1 inh: -3; TWEAK-Fn14 inh: 0; Exocytosis inh: 22; TLR9-MyD88 block: -4

Results for O=C(NC(NC(=S)Nc1cccc(C(=O)O)c1)C(Cl)(Cl)Cl)OCc1ccccc1 (stereo not given) ?
TROY NFkB inh: -3; NCOA2 inhibitor: -30; NCOA3 inh: 11; NR5A2 inv ag: 14; NOD2 RIPK2 PPI: -18; ABHD5-PLIN5 inh: -8; NR2F2 inh: 10; SRC1 inh: -9; TWEAK-Fn14 inh: 11; Exocytosis inh: -4; TLR9-MyD88 block: -5

How did CCCOc1ccc(Oc2cc(C)nc(SC)n2)nn1 do in these assays?
TROY NFkB inh: 8; NCOA2 inhibitor: -45; NCOA3 inh: -17; NR5A2 inv ag: -12; NOD2 RIPK2 PPI: 11; ABHD5-PLIN5 inh: 5; NR2F2 inh: -29; SRC1 inh: 3; TWEAK-Fn14 inh: -9; Exocytosis inh: -4; TLR9-MyD88 block: -3

How did O=C(NCc1ccccn1)C1CC(=O)N(C2CCCC2)C1 (stereo not given) do in these assays?
TROY NFkB inh: 6; NCOA2 inhibitor: -2; NCOA3 inh: -3; NR5A2 inv ag: -2; NOD2 RIPK2 PPI: -12; ABHD5-PLIN5 inh: -5; NR2F2 inh: -17; SRC1 inh: -2; TWEAK-Fn14 inh: -44; Exocytosis inh: -3; TLR9-MyD88 block: 0

How did O=c1cc(-c2ccc3c(c2)OCCO3)oc2ccc(Cl)cc12 do in these assays?
TROY NFkB inh: -50; NCOA2 inhibitor: -55; NCOA3 inh: -82; NR5A2 inv ag: -139; NOD2 RIPK2 PPI: 8; ABHD5-PLIN5 inh: -3; NR2F2 inh: -23; SRC1 inh: -112; TWEAK-Fn14 inh: 27; Exocytosis inh: -5; TLR9-MyD88 block: -7

What do the screens show for `CCc1ccc2nc(N(CCCN(C)C)C(=O)c3ccc(S(=O)(=O)N(C)C4CCCCC4)cc3)sc2c1`?
TROY NFkB inh: -22; NCOA2 inhibitor: -2; NCOA3 inh: 5; NR5A2 inv ag: -24; NOD2 RIPK2 PPI: 6; ABHD5-PLIN5 inh: 20; NR2F2 inh: 14; SRC1 inh: 1; TWEAK-Fn14 inh: -30; Exocytosis inh: 24; TLR9-MyD88 block: -1

Results for NS(=O)(=O)c1ccc(CCNC(=O)c2cccc3ccccc23)cc1 ?
TROY NFkB inh: -3; NCOA2 inhibitor: 15; NCOA3 inh: 2; NR5A2 inv ag: -20; NOD2 RIPK2 PPI: -5; ABHD5-PLIN5 inh: 5; NR2F2 inh: 8; SRC1 inh: -1; TWEAK-Fn14 inh: 35; Exocytosis inh: -8; TLR9-MyD88 block: -9

How did Cc1ccc(N2C(=O)CC(Sc3ncn[nH]3)C2=O)cc1C (stereo not given) do in these assays?
TROY NFkB inh: -9; NCOA2 inhibitor: 13; NCOA3 inh: 12; NR5A2 inv ag: 3; NOD2 RIPK2 PPI: 18; ABHD5-PLIN5 inh: 11; NR2F2 inh: 3; SRC1 inh: -14; TWEAK-Fn14 inh: 12; Exocytosis inh: 35; TLR9-MyD88 block: 8

Results for COc1ccc(NC(=O)CSCC(=O)N(C)CC(=O)Nc2c(C)cccc2C)cc1 ?
TROY NFkB inh: -2; NCOA2 inhibitor: -21; NCOA3 inh: 5; NR5A2 inv ag: 6; NOD2 RIPK2 PPI: -2; ABHD5-PLIN5 inh: -8; NR2F2 inh: -7; SRC1 inh: -13; TWEAK-Fn14 inh: -3; Exocytosis inh: -4; TLR9-MyD88 block: 12

What do the screens show for `Cc1ccc(N2CC(C(=O)Nc3nnc(C(C)C)s3)CC2=O)cc1` (stereo not given)?
TROY NFkB inh: -21; NCOA2 inhibitor: 4; NCOA3 inh: 6; NR5A2 inv ag: -6; NOD2 RIPK2 PPI: -2; ABHD5-PLIN5 inh: -3; NR2F2 inh: -4; SRC1 inh: 2; TWEAK-Fn14 inh: -9; Exocytosis inh: -4; TLR9-MyD88 block: 0

Results for CC(C)C[C@H]1CNC(=S)N1C[C@H]1CCCN1C[C@H](Cc1ccccc1)N1C[C@H](Cc2ccc(O)cc2)N(CC2CCCCCC2)C1=S ?
TROY NFkB inh: -2; NCOA2 inhibitor: 5; NCOA3 inh: 16; NR5A2 inv ag: -16; NOD2 RIPK2 PPI: 5; ABHD5-PLIN5 inh: 4; NR2F2 inh: 1; SRC1 inh: 7; TWEAK-Fn14 inh: 12; Exocytosis inh: 22

What do the screens show for `C=C1c2ccccc2O[C@H](C(=O)OCC)[C@H]1OC`?
TROY NFkB inh: 2; NCOA2 inhibitor: 21; NCOA3 inh: 7; NR5A2 inv ag: -7; NOD2 RIPK2 PPI: -2; ABHD5-PLIN5 inh: -2; NR2F2 inh: 17; SRC1 inh: 2; TWEAK-Fn14 inh: -2; Exocytosis inh: -4; TLR9-MyD88 block: 1

How did CCOC(=O)Cn1c(O)c(N=NC(=O)OC)c2ccccc21 do in these assays?
TROY NFkB inh: -4; NCOA2 inhibitor: -12; NCOA3 inh: -7; NR5A2 inv ag: -3; NOD2 RIPK2 PPI: -2; ABHD5-PLIN5 inh: 3; NR2F2 inh: 6; SRC1 inh: -12; TWEAK-Fn14 inh: -11; Exocytosis inh: -1; TLR9-MyD88 block: -7

How did COCC1CCN(C(=O)c2ccc(OC3CCN(Cc4ccccn4)CC3)cc2)C1 (stereo not given) do in these assays?
TROY NFkB inh: 29; NCOA2 inhibitor: -24; NCOA3 inh: 9; NR5A2 inv ag: 2; NOD2 RIPK2 PPI: 4; ABHD5-PLIN5 inh: -4; NR2F2 inh: 1; SRC1 inh: -9; TWEAK-Fn14 inh: -1; Exocytosis inh: 8; TLR9-MyD88 block: -7

What do the screens show for `COc1ccccc1OCCOCCn1cnc2ccccc2c1=O`?
TROY NFkB inh: 11; NCOA2 inhibitor: 0; NCOA3 inh: -7; NR5A2 inv ag: -18; NOD2 RIPK2 PPI: -6; ABHD5-PLIN5 inh: -5; NR2F2 inh: -2; SRC1 inh: -55; TWEAK-Fn14 inh: -2; Exocytosis inh: 0; TLR9-MyD88 block: 5

Results for COc1ccccc1C(=O)NC(CCSC)C(=O)NCc1ccccn1 (stereo not given) ?
TROY NFkB inh: -7; NCOA2 inhibitor: -4; NCOA3 inh: 6; NR5A2 inv ag: 0; NOD2 RIPK2 PPI: -3; ABHD5-PLIN5 inh: -2; NR2F2 inh: 1; SRC1 inh: -7; TWEAK-Fn14 inh: -4; Exocytosis inh: -1; TLR9-MyD88 block: 5

What do the screens show for `Cc1c(CC(=O)NCC(=O)O)c(=O)oc2cc3oc4c(c3cc12)CCCC4`?
TROY NFkB inh: 14; NCOA2 inhibitor: -18; NCOA3 inh: 10; NR5A2 inv ag: -20; NOD2 RIPK2 PPI: -2; ABHD5-PLIN5 inh: 9; NR2F2 inh: 10; SRC1 inh: -3; TWEAK-Fn14 inh: -8; Exocytosis inh: 15; TLR9-MyD88 block: 3
